Bioassay records (PubChem BioAssay)
Hep lipid drop: modulators of hepatic lipid droplet formation. AML12 mouse hepatocytes, oleate lipid droplets, BODIPY imaging. inhibition, % at 6.5 µM. 240,000 tested, 0.4% active. AID 1656;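 active = lipid droplet intensity inhibited by at least 50%, with more than 500 cells counted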
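Assay system: AML12 hepatocytes (mouse) / Also added: 100 µM oleic acid challenge / Times: overnight treatment with compound plus oleate / Detection: high-content imaging of BODIPY-stained droplets and DAPI nuclei / Evaluation: % inhibition of lipid droplet signal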
Yfh1-depleted yeast: enhancers of respiration in Yfh1-depleted yeast, dose response, Friedreich's ataxia, plus single-dose screen (AID 1465); S. cerevisiae Yfh1-off respiration, WST-1 reduction, 72 h; higher fold induction means a stronger effect; one-dose fold induction at 50 µM; EC50 in µM for titrated hits; 220,000 tested, 0.074% active;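 active = fold induction of absorbance versus untreated yeast above a set limit, then at least 30% activation at any dose in follow-up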;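 also: activators that raise dye reduction in frataxin-depleted yeast; strong numbers were not always called active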
HEK293 NOD2/NF-kB: inhibition of NOD2-driven NF-kB reporter – cell-based, luminescence, uHTS, HEK293 (AID 1566); HEK293 NOD2/NF-kB luciferase reporter, luminescence; higher % means a stronger effect; one-dose inhibition, % at 4 µM; EC50 in µM for titrated hits; 290,000 tested, 0.63% active; in the data active = inhibition above about 50%; also: many of its hits are not listed in these tables
b-catenin transl: alters nuclear translocation of beta-catenin in HeLa cells. immunofluorescence imaging. nuclear translocation activity, % at 5 µM. 190,000 tested, 0.3% active. AID 1665;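 active = nuclear translocation activity above 50% at 5 µM, with a well cell count of 50 or more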;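 also: per-cell ratio of nuclear to cytoplasmic median beta-catenin stain intensity; plate controls were DMSO negative control for no effect and GSK-3 inhibitor IX positive control for full effect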
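Technique: fluorescence imaging of beta-catenin antibody stain plus DAPI / Material: human HeLa cell line / Incubation: compound treatment 24 h, 37°C, 5% CO2 / Read-out basis: % activation of per-cell nuclear versus cytoplasmic median beta-catenin signal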
WT yeast gro inh: growth inhibition of WT yeast, mitochondrial fusion screen; mitochondrial fusion phenotypic screen, WT strain; inhibition, % at 10 µM; 190,000 tested, 2.1% active; AID 1362; in the data active = inhibition above about 58%; tested in S. cerevisiae
Dynein transport: blocks dynein driven cargo transport along microtubules | 3617.4 mouse cells, GR-EGFP nuclear translocation imaging; test concentration mostly 20 µM; stimulated with dexamethasone, 1 µM; hits give low values | z-score, hits read low | 220,000 tested, 0.47% active | AID 1381;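 active = plate z-score of nuclear minus cytoplasmic receptor signal below a set negative limit, without overly bright fluorescence or cell loss, cut at about -3.5 in these data, passing the limit was not always enough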;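 also: z-score of nuclear minus cytoplasmic ring GR-EGFP intensity difference per well; some compounds called inactive have numbers as strong as hits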
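Buffer or medium: tet-free, stripped-serum medium; Also added: dexamethasone, 1.0 µM final; Technique: high-content fluorescence imaging after fixation; Times: 48 h induction, 1 h compound, 30 min dex at 37 °C; Read-out: per-cell GR-EGFP intensity, nucleus versus surrounding cytoplasmic ring, well-averaged.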
Autophagy HCS: modulators of autophagy. calls only at 10 µM (by protocol). 190,000 tested, 0.98% active. MEF GFP-LC3 puncta imaging; test concentration mostly 10 µM;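 active = percentage of spot-positive cells more than 3 SD above its plate mean, without a fluorescence outlier flag or 80% toxicity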;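 also: spot-positive cell cutoff set from DMSO-treated cells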
Insulin prom up: MIN6 insulin promoter up-regulation. MIN6 insulin promoter-GFP reporter, high-content imaging; hits give high values. z-score at 5 µM. 190,000 tested, 0.3% active;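 active = z-score above 3 at 5 µM with at least 500 cells counted in the well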
MT stabilizer: stabilizes microtubules in HeLa cells. HeLa tubulin immunostaining HCS, 24 h; share of cells brighter than vehicle mean+2SD. % tubulin-high responders, % at 10 µM. 200,000 tested, 0.83% active;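 active = plate Z-score above 3 for both tubulin-high and condensed-nucleus cell shares, with cell loss under 80%, at 10 µM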;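 also: anti alpha tubulin signal scored within the nucleus-defined area of each cell; some results filed as inactive read as strong as hits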
WT yeast gro inh mutant strain: second read-out of WT yeast gro inh, no call of its own (marks repeat the call); inhibition, %; mitochondrial fusion phenotypic screen, mutant strain inhibition
Dynein transport cytoplasmic EGFP: second read-out of Dynein transport, no call of its own (marks repeat the call); z-score; measured here: cytoplasmic GR-EGFP intensity; hits give high values
Dynein transport nuclear GR-EGFP: further read-out of Dynein transport, marked with its call; z-score; measured here: nuclear GR-EGFP intensity;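 lower value marks the stronger effect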
Dynein transport cell count: further read-out of Dynein transport, marked with its call; z-score; measured here: cell count per field
Insulin prom up cell count: also measured in Insulin prom up; calls as there; cell count; measured here: cytotoxicity, nuclei count;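 total cells summed across four imaged fields per well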
Hep lipid drop cells 6.5 µM: second read-out of Hep lipid drop, no call of its own (marks repeat the call); cell count; measured here: cell count, cytotoxicity flag;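 cells counted across two imaged fields per well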
b-catenin transl cell count 5 µM: second read-out of b-catenin transl, no call of its own (marks repeat the call); cell count; measured here: cell count, cytotoxicity flag
MT stabilizer Hoechst-high %: also measured in MT stabilizer; calls as there; % Hoechst-high responders; measured here: nuclear condensation Hoechst responders;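 share of cells brighter than vehicle mean plus two SD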
MT stabilizer cytotoxicity %: second read-out of MT stabilizer, no call of its own (marks repeat the call); toxicity, %; measured here: cytotoxicity by cell density;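 0% = mean cell density of plate MIN control wells and 100% = no cells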
Autophagy HCS cell loss 18 h: second read-out of Autophagy HCS, no call of its own (marks repeat the call); toxicity, %; measured here: cell loss, nuclei count;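 cell loss after 18 h compound exposure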
Active calls of the source: *; i = inactive; nt = not tested or not shown. Some of the compounds tested; count on the stated rates, not on these rows.

SMILES	Hep lipid drop	Hep lipid drop cells 6.5 µM	Yfh1-depleted yeast	HEK293 NOD2/NF-kB	b-catenin transl	b-catenin transl cell count 5 µM	WT yeast gro inh	WT yeast gro inh mutant strain	Dynein transport	Dynein transport cytoplasmic EGFP	Dynein transport nuclear GR-EGFP	Dynein transport cell count	Autophagy HCS	Autophagy HCS cell loss 18 h	Insulin prom up	Insulin prom up cell count	MT stabilizer	MT stabilizer Hoechst-high %	MT stabilizer cytotoxicity %
CC(C)c1ccccc1OCC(=O)NC1CCCc2ccccc21 (stereo not drawn)	-29	655	i	-32%	1.9	1002	61*	-17*	0.31	-0.19	0.044	-0.58	i	4	0.99	1373	2.8	1.8	9.3
COCCNC(=O)CN(C(=O)Cn1nnc2ccccc21)c1cccc(C)c1C	10	765	i	12%	0.1	1499	-11	5	-0.34	-0.33	-0.46	-0.098	i	7	-0.4	1512	4.3	1.2	8.3
CCn1c(=O)c(C(C)=O)c(O)c2ccccc21	-4	716	i	12%	-2.9	979	4	12	-0.44	-0.3	-0.11	0.51	i	-30	1.4	1455	1.5	1.8	7.9
COc1ccc(-n2c(=O)c3c4c(sc3n(CC(=O)NCc3ccco3)c2=O)CCC4)c(OC)c1	-5	746	i	24%	1.0	1077	-12	-8	0.023	-0.25	-0.67	0.88	i	-3	-0.31	1062	4.1	1.7	5.7
Cc1c(NC(=S)N2CCN(c3ccc(F)cc3)CC2)c(=O)n(-c2ccccc2)n1C	2	747	i	-2%	-2.7	1033	-9	12	0.77	-0.16	0.69	-0.47	i	16	0.33	1560	2.3	2.4	7.9
CN(c1cc(=O)n2ccccc2n1)C1CCCCC1	nt	nt	i	-20%	-3.3	958	-4	14	-0.48	-0.17	-0.07	0.24	i	-3	-0.32	1599	2.3	1.8	6.9
Cc1cc(C)nc(SCC(=O)OCC(=O)Nc2nc3ccccc3s2)n1	-18	342	i	-2%	-0.6	1016	-9	-10	-0.67	1.4	-0.1	1.5	i	-9	0.99	1535	2.7	0.9	7.3
Nc1nc2ccc([N+](=O)[O-])cc2[nH]1	1	820	i	10%	-0.3	991	nt	nt	0.054	-0.22	-0.23	0.093	nt	nt	-0.04	1313	nt	nt	nt
O=S(=O)(NC1CCCC1)c1ccccc1Cl	-4	753	i	12%	-7.2	595	-2	1	-0.8	-0.23	-0.53	-0.24	i	38	nt	nt	4.1	2.9	7.7
O=C(Nc1ccc(F)cc1)Nc1ccc(NC(=O)c2ccccc2O)cc1	2	670	i	-56%	0.4	1316	nt	nt	-0.47	-0.25	0.17	0.35	nt	nt	0.27	1124	nt	nt	nt
Cc1ccc(CCNC(=O)CC2Oc3ccc(C)cc3NC2=O)cc1 (stereo not drawn)	-5	608	i	9%	1.5	1059	0	16	0.43	-0.18	0.58	-0.26	nt	nt	nt	nt	3.2	2.5	5.8
O=C(CSc1ncnc2sc(-c3ccccc3)cc12)NC1CCS(=O)(=O)C1 (stereo not drawn)	18	697	i	3%	3.4	1018	-10	-1	-0.61	-0.29	-0.35	0.46	i	30	-0.09	1385	1.7	2.2	5.9
Cc1cc(CC(C)C)n(-c2nc3ccccc3c(=O)n2OCc2ccccc2)n1	nt	nt	i	-15%	-2.8	1414	65*	3.8*	0.8	-0.11	1.5	-2.1	i	-9	-0.53	1527	2.3	1.7	9.3
CC(C)NC(=O)NC1C2CC3CC(C2)CC1C3 (stereo not drawn)	nt	nt	i	-4%	-2.0	991	nt	nt	-0.71	-0.2	-0.32	0.38	i	2	-0.09	1260	1.3	1.9	5.6
CCN(CC)S(=O)(=O)c1ccc(NC(=O)COc2c(OC)cccc2OC)cc1	nt	nt	i	30%	0.9	1195	3	6	0.71	-0.24	0.53	0.29	i	0	-0.16	791	2.2	1.6	2.5
CO/N=C\CC(=O)Nc1ccc(F)cc1	5	674	i	8%	-3.3	1138	-2	-14	-0.36	-0.22	-0.49	1.4	i	-26	0.52	1853	3.4	2.3	0.9
N=C1C(c2nc3ccccc3c(=O)[nH]2)=C(O)CN1CCc1ccccc1	nt	nt	i	6%	nt	nt	10	2	0.97	-0.14	0.87	-0.33	i	3	1.4	909	6.0	1.8	2.1
CCN(CC)c1ccc(NC(=O)CCCOc2cccc(C)c2)cc1	11	643	i	9%	nt	nt	-14	-6	-0.17	-0.3	0.08	0.099	i	3	-0.33	1287	2.1	2.6	6.4
O=C1c2cccc3cccc(c23)C(=O)N1CCCCCc1n[nH]c(=S)o1	-12	726	i	29%	0.8	1134	11	5	0.36	-0.28	0.48	-0.44	i	2	-0.58	1275	2.7	2.2	3.4
Cn1cnnc1SCC(=O)OCN1C(=O)c2ccccc2C1=O	nt	nt	i	24%	-0.6	1270	-4	-3	0.03	-0.25	0.15	0.47	i	11	0	1571	4.5	0.9	3.1
COc1ccc(S(=O)(=O)NCc2ccc(C(=O)N3CCN(c4ccccn4)CC3)cc2)cc1	nt	nt	i	-5%	-0.7	1285	-3	-5	-0.47	-0.41	-0.2	0.33	i	1	-0.15	1620	2.7	1.2	5.4
O=C(COC(=O)c1c(F)cccc1F)Nc1ccc2[nH]c(=O)[nH]c2c1	-3	668	i	-45%	0.4	1507	5	12	-0.43	-0.25	-0.1	0.5	i	9	-0.05	1340	2.8	1.7	3.2
CS(=O)(=O)Nc1ccc(C(=O)N2CCc3ccccc3C2)cc1	-8	659	i	3%	0.4	1026	-5	7	-0.37	-0.31	-0.38	0.63	i	7	-0.48	1492	3.0	2.7	5.2
O=C(Nc1ccc(Cl)cc1)N1CCCN(Cc2ccccc2F)C1	nt	nt	i	4%	nt	nt	8	17	0.5	0.34	0.46	0.14	i	-15	-0.29	994	2.6	1.5	2.1
CN1c2ccccc2C(O)=C(C(=S)Nc2ccc(Cl)cc2)S1(=O)=O	5	644	i	-14%	-0.1	1090	17	13	1.2	-0.23	-0.092	-0.23	i	14	-0.12	1865	1.3	1.7	6.4
CCOc1cccc(C(=O)Nc2cccc(-c3nc4ncccc4o3)c2C)c1	-32	612	i	9%	nt	nt	1	8	2.6	-0.23	1.7	-1	i	3	0.14	1255	4.6	20	97
CCOc1cc(S(=O)(=O)N2CCN(c3ccc(F)cc3)CC2)c(OCC)cc1-n1cnnn1	nt	nt	i	-12%	-7.1	1046	-43	-6	2.1	-0.15	1	-1.4	i	9	0.02	1282	1.4	2.0	6.5
Cc1cc(C)nc(-n2ncc3c2CC(c2ccc(C(C)C)cc2)CC3=O)n1 (stereo not drawn)	3	656	i	23%	-1.1	1005	54	3	0.34	-0.21	0.28	-0.69	i	1	-0.12	1334	2.2	1.5	7.7
O=C(Nc1ccncc1)C1(c2ccccc2)CCCC1	nt	nt	i	9%	-8.9	1027	4	12	0.02	-0.3	-0.2	0.2	i	10	-2	1122	5.7	5.0	6.5
O=C(O)c1ccc(CNCc2ccccc2Cl)cc1	1	777	i	9%	-2.9	1193	-3	6	0.068	-0.25	0.17	1.4	i	3	-0.04	901	2.1	0.8	2.6
CNC(=O)CSc1nnc(-c2ccccc2)n1C	3	689	i	0%	-2.7	933	3	1	-0.24	-0.27	0.077	0.49	i	-32	nt	nt	4.6	1.9	5.8
CC1(C)C2CCC(C2)C1(C)NC(=O)CNC1CCCCC1 (stereo not drawn)	4	717	i	5%	0.3	1024	-3	-4	0.56	-0.16	0.41	-0.57	i	-1	-0.25	1140	1.7	2.5	7.5
CCc1cc2c(=O)[nH]c(Cc3ccc(OC)cc3)nc2s1	-17	511	i	13%	0.8	989	7	-4	-0.18	-0.22	-0.015	0.0079	i	-6	-0.04	1365	4.4	1.7	4.1
CCn1c(N)c(C(=O)NCCCOC)sc1=S	nt	nt	nt	1%	0.5	896	-26	-2	-0.45	-0.18	0.11	-0.11	i	-6	0.67	1345	6.8	3.5	0.9
COc1ccc(CNC(=O)CS(=O)Cc2nc(-c3ccc(C)cc3)oc2C)cc1 (stereo not drawn)	nt	nt	i	-1%	-1.6	1163	1	1	0.99	-0.13	0.58	-0.42	i	8	-0.19	979	12	1.1	1.5
CCc1cccc(CC)c1-n1c(SCn2nnc3ccccc3c2=O)nnc1-c1cccnc1	-83	373	i	-31%	-2.9	1179	5	1	-0.38	-0.25	0.46	0.66	i	-2	1.6	990	2.5	1.3	4.8
CCN1CCCC1CN(Cc1cc2ccc(C)cc2[nH]c1=O)C(=S)Nc1ccc(OC)cc1OC (stereo not drawn)	-25	563	i	16%	0.0	1014	12	14	-0.36	-0.22	-0.28	0.85	i	4	-0.18	1468	2.6	2.2	11
COC(=O)CCC(=O)Nc1ccc(N=Nc2ccccc2)cc1	12	713	i	-13%	1.5	1125	7	11	-0.95	-0.28	-0.4	0.74	i	-10	0.41	1283	1.0	1.4	5.9
